GALR2 blocker – blocks the human galanin receptor 2 | GALR2-expressing cells, antagonist mode | O43603 | inhibition, % at 4 µM | hit rate 0.39% among 140,000; in the data active means inhibition above about 27%;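 further: cells stimulated with galanin 1-16 at roughly its EC80; 0% = agonist challenge control and 100% = basal control without agonist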
Target sequence (O43603 whole entry, looked up): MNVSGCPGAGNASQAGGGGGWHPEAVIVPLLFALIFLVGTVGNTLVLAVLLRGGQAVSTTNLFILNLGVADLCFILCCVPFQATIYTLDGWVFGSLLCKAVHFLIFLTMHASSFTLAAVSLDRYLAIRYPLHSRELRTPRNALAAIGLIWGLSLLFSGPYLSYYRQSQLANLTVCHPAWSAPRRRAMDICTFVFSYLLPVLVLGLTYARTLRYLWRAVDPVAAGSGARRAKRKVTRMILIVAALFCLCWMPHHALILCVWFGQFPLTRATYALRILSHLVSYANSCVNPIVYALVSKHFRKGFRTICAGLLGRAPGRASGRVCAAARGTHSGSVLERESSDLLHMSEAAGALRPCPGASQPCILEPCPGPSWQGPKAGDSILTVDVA
E-sel TNF inh – blocks E-selectin expression induced by TNF alpha; HUVEC TNFa-induced E-selectin immunofluorescence, high content; inhibition, % at 2 µM; hit rate 0.71% among 120,000;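 active means inhibition above the batch mean plus 3 SD, and confirmed as a hit on visual image review, cut at about 43% in these data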;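 further: 0% = TNF-stimulated DMSO wells and 100% = unstimulated control wells; not every result past the cut was called active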
Measles CPE – protection of cells from measles virus. Measles virus-infected cells, CPE protection, absorbance. protection (pct of control), % at 4 µM. hit rate 1.5% among 140,000; in the data active means protection mostly above about 24%, no sharp cut-off; inactive means mostly below about 26%; further: some compounds called inactive have numbers as strong as hits
bCat KO growth – beta-catenin-lacking colon tumor cell growth suppression; HCT116 beta-catenin knockout viability, CellTiter-Glo, 60 h; hits give low values; viability, % at 10 µM; hit rate 1.5% among 140,000; AID 818;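 active means viability at or under a set limit, the compound median less 4 SD, cut at about 6% in these data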;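 further: 0% = Hyamine 1622 control at 20 µM and 100% = untreated cell control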
MRP1 act – activates MRP-1; viability increase, % at 10 µM; AID 799; hit rate 0.61% among 140,000; H69AR cells + doxorubicin, viability rescue, CellTiter-Glo;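 active means viability gain under doxorubicin at or above a set limit, the compound median plus 3 SD, cut at about 4.7% in these data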;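 further: MRP-1 overexpressing cells given doxorubicin 25 µM after compound pretreatment; 18-22 h compound pretreatment then 72 h with doxorubicin before readout; 0% = doxorubicin-only wells and 100% = vehicle-treated cells without doxorubicin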
Phagocyt inh – inhibitors of macrophage phagocytosis; J774A.1 macrophage IgG-bead phagocytosis, imaging; inhibition, % at 5 µM; hit rate 0.07% among 110,000; AID 1029;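 active means inhibition above the mean of the plate negative controls plus 5 SD, cut at about 13% in these data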;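 further: phagocytic index as fraction of beads internalized from green versus red external bead signal; plate controls were DMSO negative control for no effect and cytochalasin-D positive control for full effect; some results beyond the cut were filed as inactive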
Yeast life ext – extends the lifespan of yeast; inhibition of the nicotinamide effect, % at 10 µM; hit rate 0.68% among 130,000; S. cerevisiae growth with nicotinamide, OD615; deaD strain in restrictive glucose medium;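 active means inhibition above a set limit, placed 3 SD over the median of all compounds, cut at about 26% in these data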;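 further: 0% = nicotinamide-treated wells and 100% = cells grown without nicotinamide; some compounds called inactive have numbers as strong as hits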
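Test system – modified budding yeast, DeaD strain · Compound – single dose 10 µM compound, 0.25% DMSO · Times – culture preincubation 4 h, compound exposure 48 h, both 30 °C · Detection – optical density (absorbance) at 615 nm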
HCT116 PTEN-null – PTEN-deleted cell growth suppression | HCT116 PTEN-null viability, CellTiter-Glo, 60 h; hits give low values | viability, % at 10 µM | hit rate 1.2% among 140,000;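 active means viability at or below a set limit, 4 SD under the median of all tested compounds, cut at about 3.7% in these data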;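 further: PTEN knockout HCT116 line with beta catenin targeted HCT116 as companion control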
Yeast growth inh – yeast BB579 growth reduction in restrictive medium; S. cerevisiae BB579 growth, OD615, 48 h; inhibition, % at 10 µM; hit rate 0.51% among 140,000; AID 804;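 active means inhibition above a set limit, 3 SD over the mean compound inhibition, cut at about 44% in these data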; further: inactives centre near -24
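System: Saccharomyces cerevisiae DeaD strain BB579, replicative lifespan model yeast | Buffer or medium: Restrictive glucose-based CSMM-D medium | Times: 4 h preincubation and 48 h exposure at 30 °C | Detection: OD615 turbidity measurement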
NPY-Y2 antag – antagonists of human neuropeptide Y receptor Y2; NPY-Y2 expressing cells, antagonist mode; inhibition, % at 2.7 µM; hit rate 0.99% among 140,000; AID 793; in the data active means inhibition above about 17%;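 further: 0% = vehicle with agonist challenge and 100% = reference antagonist with challenge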
Target sequence (P49146 whole entry, looked up): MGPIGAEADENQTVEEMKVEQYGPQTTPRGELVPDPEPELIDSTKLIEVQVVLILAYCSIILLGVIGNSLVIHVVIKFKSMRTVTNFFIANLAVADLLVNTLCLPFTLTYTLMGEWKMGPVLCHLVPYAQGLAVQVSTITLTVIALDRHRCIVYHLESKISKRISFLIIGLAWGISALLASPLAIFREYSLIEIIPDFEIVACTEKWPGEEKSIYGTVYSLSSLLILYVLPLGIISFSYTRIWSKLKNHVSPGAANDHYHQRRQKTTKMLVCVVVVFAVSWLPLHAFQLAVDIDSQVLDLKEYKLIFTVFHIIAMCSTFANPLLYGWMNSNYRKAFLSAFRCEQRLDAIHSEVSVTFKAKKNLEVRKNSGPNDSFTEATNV
Starred values were filed as active, the others as inactive; . = not tested or not shown; & = joins results of further samples.

SMILES	GALR2 blocker	E-sel TNF inh	Measles CPE	bCat KO growth	MRP1 act	Phagocyt inh	Yeast life ext	HCT116 PTEN-null	Yeast growth inh	NPY-Y2 antag
Cn1c(=O)[nH]c(=O)c2c1nc(NC1CCCCC1)n2CC(=O)NC1CCCCC1	-5	-6	7	77	-3.0	.	-5	86	-27	0
COc1ccc2nc(NNC(=O)C3COc4ccccc4O3)sc2c1 (centres undefined)	6	-20	20	71	-3.5	.	-1	81	-3	3
CCn1c(O)c(/C=N/N=C/c2ccccc2)c2ccc(C3=NNC(=O)CC3)cc21	4	28	21	86	-1.6	0	-11	78	-58	1
Cn1c(Oc2ccc(Cl)c3cccnc23)nc2c1c(=O)n(Cc1ccccc1Cl)c(=O)n2C	-1	4	11	99	-3.0	.	-2	100	-15	1
COc1cccc(-n2nc(C(=O)N3CC(C)CC(C)C3)c3ccccc3c2=O)c1 (centres undefined)	4	.	20	95	-1.1	0	17	100	-48	7
CCNc1nc(Oc2ccc(=O)n(-c3ccccc3)n2)nc(N(C)C)n1	1	4	10	101	-2.9	-1	-13	97	-25	3
CCOC(=O)C1=C(CSCC(=O)OC)NC(=O)NC1c1cc(C)ccc1C (centres undefined)	-6	-7	4	105	-2.5	-1	-10	95	-7	3
O=C(CCOc1ccccc1)OCC(=O)c1cc2ccccc2o1	3	.	10	107	-0.4	-3	-6	.	0	12
COc1ccc(C(C)=O)cc1CSCCC(=O)O	8	-14	8	94	-2.0	.	-9	99	-32	2
C=CCN(CC=C)S(=O)(=O)c1ccc2nc(NC(=O)C(C)C)sc2c1	-4	-34	11	105	-1.6	-1	76*	101	-41	2
CCOC(=O)C1CCN(S(=O)(=O)c2cccc3nonc23)CC1	5	-44	6	103	0.3	-2	0	100	-49	2
O=C(CCCN1C(=O)c2ccccc2C1=O)NCCCN1CCOCC1	-3	17	17	107	-1.6	0	-10	103	-25	2
CCOC(=O)c1c(NC(=S)Nc2ccc(Cl)cc2)sc2c1CCN(C)C2	0	.	18	96	-0.4	-6	-14	93	98*	3
COc1ccc2c(c1)O/C(=C\c1sccc1C)C2=O	12	.	9	83	3.0	-4	-5	86	-5	0
COCCCn1c(SCc2ccc(OC)cc2)nc2cc(OC)c(OC)cc2c1=N	1	21	36	93	-2.2	.	-6	95	-13	3
CCOC(=O)Cc1csc(NC(=O)CSc2nnc(C3CC3)n2C)n1	11	-4	13	96	-1.1	.	-9	95	-1	-1
C/C(Cl)=C\CSc1nnc2n(N)c(=O)c3ccccc3n12	-8	6	35	105	-2.7	.	-26	95	-37	0
Cc1ccnc(NC(=O)c2cccc(NC(=O)COc3ccccc3)c2)c1	13	-37	2	83	-1.3	.	-16	70	-52	13
CC(OC(=O)Cn1c(C(F)(F)F)nc2ccccc21)C(=O)N1CCCc2ccccc21 (centres undefined)	-1	2	17	95	-1.4	0	-13	98&97	-10	2
CCCCNC1C(CC)C(CCC)C(C#N)(C#N)C1(C#N)C#N (centres undefined)	12	18	23	78	-2.2	1	-9	76	-32	6
COCCCNCCCCOc1ccc(Br)cc1C	7	16	4	58	-2.8	.	-2	62	-2	5
O=C(OCc1nnc(-c2ccccc2)o1)c1ccco1	2	.	12	98	-0.2	.	-16	107	-28	-2
COc1cc(/C=N/NC(=S)Nc2cccc(C(=O)O)c2)cc(OC)c1OC	-4	.	.	90	4.8*	.	0	88	8	2
Cn1c(C(C#N)C(=O)c2sc3ccccc3c2Cl)nc2ccccc21 (centres undefined)	-1	-8	6	90	-3.3	-1	4	84	-49	1
Cc1nc(CC(=O)NNS(=O)(=O)c2ccc3ccccc3c2)cs1	5	.	22	86	-2.7	-8	-2	112	-41	8
COc1ccc(C(=O)NNS(=O)(=O)c2ccccc2)cc1	-1	14	14	97	-0.3	.	-5	108	2	1
CCn1c(CNc2ccc(F)cc2)nnc1SCC(=O)Nc1ccc(OC)cc1	3	-3	7	100	-3.3	.	.	102	-29	0
O=C(NCc1ccco1)c1cccc(F)c1	-9	3	21	88	-1.5	0	-12	90	-27	-2
Cc1ccc(-c2nc(N3CCOCC3)sc2C(=O)N2CCCCC2)cc1	-4	11	11	104	-2.1	-11	1	103	3	0
Nc1cc(N2CCCCC2)c([N+](=O)[O-])cc1Cl	9	.	5	93	2.1	-6	-3	95	-26	5
CC1Cc2ccccc2N1S(=O)(=O)c1cccc(C(=O)NCCCO)c1 (centres undefined)	-2	.	14	97	-0.8	0	-5	105	-15	1
O=C1CC(N2CCN(Cc3ccccc3)CC2)C(=O)N1c1ccc2c(c1)OCCO2 (centres undefined)	-12	12	11	95	-3.6	-5	-3	107	-1	3
COc1ccccc1-n1c(-c2ccc(NS(C)(=O)=O)cc2)n[nH]c1=S	-1	-25	2	102	0.1	3	0	92	-15	3
CCOc1ccccc1NC(=O)COC(=O)Cc1ccc(-c2ccccc2)cc1	-6	-8	3	86	-1.4	5	2	87	-11	10
CC(NS(=O)(=O)c1ccccc1)C1COc2ccccc2O1 (centres undefined)	2	19	1	91	-1.1	-1	-13	87	-16	2
Cc1ccc(C(C(=O)NC2CCCC2)N(Cc2ccco2)C(=O)CCC(=O)Nc2ccccn2)cc1 (centres undefined)	-5	8	6	90	-2.4	0	-22	86	1	-3
CC1=NC(=O)C(N=Nc2ccccc2)N1c1ccccc1 (centres undefined)	8	-13	4	82	-5.8	.	.	86	-1	1
CC(C)c1onc(C(=O)N2CCN(C(c3ccccc3)c3ccccc3)CC2)c1[N+](=O)[O-]	-11	-11	6	90	-4.3	.	1	82	0	-3
O=C(NC(=S)Nc1ccc(N2CCOCC2)c(Cl)c1)c1sc2ccccc2c1Cl	3	36	16	99	0.5	.	5	92	-50	5
COc1ccc2ccccc2c1C1CC(=O)N2CN(C3CCCCC3)CSC2=C1C#N (centres undefined)	2	.	5	75	-2.5	1	-1	77	-33	3

Filtered by structure: those above with an aryl methoxy group
SMILES	GALR2 blocker	E-sel TNF inh	Measles CPE	bCat KO growth	MRP1 act	Phagocyt inh	Yeast life ext	HCT116 PTEN-null	Yeast growth inh	NPY-Y2 antag
COc1ccc2nc(NNC(=O)C3COc4ccccc4O3)sc2c1 (centres undefined)	6	-20	20	71	-3.5	.	-1	81	-3	3
COc1cccc(-n2nc(C(=O)N3CC(C)CC(C)C3)c3ccccc3c2=O)c1 (centres undefined)	4	.	20	95	-1.1	0	17	100	-48	7
COc1ccc(C(C)=O)cc1CSCCC(=O)O	8	-14	8	94	-2.0	.	-9	99	-32	2
COc1ccc2c(c1)O/C(=C\c1sccc1C)C2=O	12	.	9	83	3.0	-4	-5	86	-5	0
COCCCn1c(SCc2ccc(OC)cc2)nc2cc(OC)c(OC)cc2c1=N	1	21	36	93	-2.2	.	-6	95	-13	3
COc1cc(/C=N/NC(=S)Nc2cccc(C(=O)O)c2)cc(OC)c1OC	-4	.	.	90	4.8*	.	0	88	8	2
COc1ccc(C(=O)NNS(=O)(=O)c2ccccc2)cc1	-1	14	14	97	-0.3	.	-5	108	2	1
CCn1c(CNc2ccc(F)cc2)nnc1SCC(=O)Nc1ccc(OC)cc1	3	-3	7	100	-3.3	.	.	102	-29	0
COc1ccccc1-n1c(-c2ccc(NS(C)(=O)=O)cc2)n[nH]c1=S	-1	-25	2	102	0.1	3	0	92	-15	3
COc1ccc2ccccc2c1C1CC(=O)N2CN(C3CCCCC3)CSC2=C1C#N (centres undefined)	2	.	5	75	-2.5	1	-1	77	-33	3

The listing continues:
SMILES	GALR2 blocker	E-sel TNF inh	Measles CPE	bCat KO growth	MRP1 act	Phagocyt inh	Yeast life ext	HCT116 PTEN-null	Yeast growth inh	NPY-Y2 antag
CNC(=S)Nc1cc(Cl)ccc1Oc1ccccc1	26	.	7	90	-1.3	.	-3	93	-36	-2
COc1cc(CC(=O)NCc2cccs2)cc(OC)c1OC	-1	-4	2	95	-1.8	0	-3	90	-14	2
O=C(CSc1nnnn1Cc1ccccc1)c1ccccc1	-2	.	4	112	-2.3	0	15	101	-39	4
Cc1nn(C)c(Oc2ccc(Cl)cc2)c1C(=O)O	1	-11	6	103	-0.3	-1	-3	108	-61	4
COc1ccc(NC(=O)CSc2ccc(F)cc2)cc1S(=O)(=O)N1CCCCC1	11	.	13	57	-4.8	-1	2	52	-10	5
CC(C)(C)c1ccc(OCC(=O)N/N=C/c2cc(Br)ccc2OC(=O)c2ccco2)cc1	-12	-9	0	4.8*	-3.9	-2	-12	5	-14	2
CC1(C)OC(C)(C)/C(=C/Nc2ccc(O)cc2)C1=O	1	.	10	87	-4.0	4	-3	95	-9	-1
CCCn1c(SCC(=O)NC2CCCCC2)nnc1-c1ccncc1	3	20	6	79	-0.2	2	1	84	14	3
Cc1ccc(C(=O)Nc2c(-c3cccs3)c(=O)c3ccccc3n2C)cc1	-8	-14	3	72	-1.8	0	2	76	-54	2
COC(=O)c1ccc(C2C3=C(Nc4nnnn42)c2ccccc2OC3)cc1 (centres undefined)	7	.	0	45	-5.0	1	5	65	-59	13
COc1ccc(C(NC(=O)c2ccco2)c2ccc(OC)c(OC)c2)cc1OC	14	8	2	83	-2.9	-1	-13	88	-27	6
N#CC1=C(N)Nc2nc3ccccc3n2C1c1ccc(F)cc1 (centres undefined)	13	.	10	80	-2.3	-12	2	70	-32	5
O=C1OCCN1C(=O)[C@H]1[C@H](c2ccc(F)cc2)C(c2ccc(F)cc2)=NN1c1ccc(Br)cc1	-2	-34	6	60	-4.0	.	15	56	-53	-3
COc1ccc(C(=O)CSc2nnc(COc3ccccc3)n2Cc2ccco2)cc1	-17	-7	12	87	-1.9	0	3	87	-64	16
O=C(c1ccc(Cl)cc1[N+](=O)[O-])N(Cc1ccccc1)Cc1ccccc1	5	.	7	76	-4.1	1	7	65	-25	3
CC(C)Cn1c(-c2csc3ccccc23)n[nH]c1=S	0	-14	.	95	-0.4	-1	-14	96	-51	3
CCOC(=O)/C(=C\C=C1/Sc2cc(OCC)c(OCC)cc2N1CC)C(C)=O	8	.	19	85	-2.0	0	-4	80	-16	4
CN(C)/C=C1/C=C(c2ccccc2)OC1=O	-7	6	5	87	-1.3	-1	-7	86	-23	-1

Compound activity from PubChem BioAssay.
